High-throughput results: PubChem, The Scripps Research Institute Molecular Screening Center
TTR transcr act: activators of transthyretin transcription | activation, % at 16.7 µM | SH-SY5Y TTR promoter Gaussia luciferase, luminescence; 100% = recombinant luciferase protein wells | actives 1.3% (n = 92,000);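 active = activation above the mean of all tested compounds plus 3 SD, cut at about 9.5% in these data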;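 note: cells exposed to compounds for one day before reading; 0% = median of all test compound wells on the plate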
Starred values were filed as active, the others as inactive. The list is partial; the hit share may differ from the screen's.

| TTR transcr act | compound |
| --- | --- |
| -1.6 | Cc1ccccc1NC(=O)CSCCN1C(=O)c2ccccc2C1=O |
| -0.4 | CCOC(=O)CSc1ccc2nnc(-c3cccs3)n2n1 |
| -0.8 | Cc1cc(C)c2c(c1)SC1=NC(c3ccccc3)(C(F)(F)F)NC(=O)N12 (stereo unspecified) |
| -0.9 | COc1ccc(N2CCN(C(=O)[C@H](C)N3C(=O)C4CC=CCC4C3=O)CC2)cc1 (stereo partly specified) |
| 1.1 | Cc1ccc(N2CC(=O)N(NC(=O)Nc3ccc(Cl)c(Cl)c3)CC2=O)cc1 |
| 0.8 | CCOC(=O)c1ccc(NC(=S)NCCCn2ccnc2)cc1 |
| 0.2 | CCN(CC)S(=O)(=O)c1cc(C(=O)OCC(=O)c2ccc3c(c2)NC(=O)CO3)ccc1Cl |
| 1.3 | CCOC(=O)CC(=O)CSc1n[nH]c(=O)[nH]c1=O |
| -1.3 | CN1CCCC(OC(=O)COc2ccccc2)C1 (stereo unspecified) |
| 4.3 | Nc1ccc2c(c1)C(=O)c1ccccc1-2 |
| 2.4 | Brc1cnc2nc(SCc3nc4ccccc4[nH]3)[nH]c2c1 |
| 2.8 | N/C(CSc1ncccc1C(F)(F)F)=N\O |
| 2.4 | Nc1ccccc1OCCOCCOCCOc1ccccc1N |
| -3.7 | Nc1cc(OC(=O)c2ccc(F)cc2)nn1S(=O)(=O)c1ccc(F)cc1 |
| -0.8 | O=C(NCc1ccccc1)NC(=O)c1ccccc1 |
| -0.2 | O=C(OCc1c(Cl)cccc1Cl)c1cccnc1 |
| 2.7 | COc1ccc(C(C(=O)NC2CCCC2)N(Cc2ccccc2)C(=O)CNC(=O)c2ccco2)cc1 (stereo unspecified) |
| 0.0 | Clc1ccc2c(SCC3CO3)c3ccccc3nc2c1 (stereo unspecified) |
| 7.3 | Cn1cccc1/C=N/NC(=O)Cn1cnc2ccccc21 |
| 30* | CCOC(=O)C(Cc1ccc(O)cc1)NC(=O)CNC(=O)C(CC(C)C)NC(=O)OC(C)(C)C (stereo unspecified) |
| -0.6 | C=CCN(C(=O)[C@@H](CCCC)[C@@H](O)c1ccc2ccccc2c1)c1ccccc1 |
| -0.2 | CN(C)C(=O)c1ccc(NC(=O)CSc2nnc(-c3cccs3)n2N)cc1 |
| -1.4 | C#CCSc1nc(C)cc(C(=O)OCC)c1C#N |
| -1.4 | CC(C)c1ccc(N2C(=O)C3C4C=CC(CC4)C3C2=O)cc1 (stereo unspecified) |
| 12* | CC1(C)CC(=O)C=C(c2ccc(OC(F)(F)F)cc2)C1 |

Some of these compounds in order of formula weight, smallest number first.
| TTR transcr act | compound |
| --- | --- |
| 1.3 | CCOC(=O)CC(=O)CSc1n[nH]c(=O)[nH]c1=O |
| -0.2 | O=C(OCc1c(Cl)cccc1Cl)c1cccnc1 |
| -1.4 | CC(C)c1ccc(N2C(=O)C3C4C=CC(CC4)C3C2=O)cc1 (stereo unspecified) |
| -1.6 | Cc1ccccc1NC(=O)CSCCN1C(=O)c2ccccc2C1=O |

Reformatted: results already given.
mol	TTR transcr act
N/C(CSc1ncccc1C(F)(F)F)=N\O	2.8
Nc1ccccc1OCCOCCOCCOc1ccccc1N	2.4
Nc1cc(OC(=O)c2ccc(F)cc2)nn1S(=O)(=O)c1ccc(F)cc1	-3.7
O=C(NCc1ccccc1)NC(=O)c1ccccc1	-0.8
O=C(OCc1c(Cl)cccc1Cl)c1cccnc1	-0.2
COc1ccc(C(C(=O)NC2CCCC2)N(Cc2ccccc2)C(=O)CNC(=O)c2ccco2)cc1 (stereo unspecified)	2.7

(cont.)
| TTR transcr act | compound |
| --- | --- |
| -0.5 | COc1ccc(NC(=O)CC2C(=O)N(Cc3ccccc3)C(=S)N2CCN2CCOCC2)cc1 (stereo unspecified) |
| -4.7 | CC(C)CNC(=S)N1CCN(C(c2ccccc2)c2ccccc2)CC1 |
| -3.0 | O=C1CCCN1CCCNc1nc(NCc2ccccc2)nc2ccsc12 |
| -0.8 | COc1cccc(C2CCCN2Cc2nc(-c3sccc3C)oc2C)c1 (stereo unspecified) |
| 1.7 | CCOc1cc2c(C#N)c(N3CCCC3)nc(N)c2c(N)n1 |
| 0.1 | CCN1CCN(c2nc3c(c(=O)n(C)c(=O)n3C)n2CCSc2ncccn2)CC1 |
| 2.3 | CCOc1cc(-c2nc3ccccc3s2)ccc1O |
| 0.0 | CC(C)(C)c1ccc(C(=O)Nc2ccc([N+](=O)[O-])cn2)cc1 |
| 1.3 | COc1ccc2nc(Nc3sc4c(c3C(N)=O)CCCC4)sc2c1 |
| -1.9 | c1ccc(-c2cnnc(-c3ccccn3)n2)cc1 |
| -1.4 | COc1cc(C(C(=O)NCc2ccccc2)N(C(=O)c2snc(C(N)=O)c2N)C2CCCC2)cc(OC)c1OC (stereo unspecified) |
| -1.6 | CCC1=NN(C(=O)CCc2ccc3c(c2)OCO3)C(O)(C(F)(F)F)C1 (stereo unspecified) |
| 9.1 | O=C1CC(NNC(=O)c2ccc(Br)cc2)C(=O)N1 (stereo unspecified) |
| -0.7 | O=C(Nc1ccccc1C(=O)N1CCOCC1)c1noc2c1CCCC2 |
| 0.0 | C=CCN1C(=O)[C@H](CC(=O)NCCCOCCCC)[C@@]2(C(=O)OCC)CCCC=C12 |
| -2.1 | Cc1ccc2c(c1)C(N1CCCC1=O)CC(c1ccco1)N2 (stereo unspecified) |
| -1.7 | CC(C)(C)c1cc(C(=O)Nc2ccc(F)cc2)n(Cc2ccc(F)cc2)n1 |
| -2.0 | Cc1cc(=O)oc2cc(OC(=O)c3ccco3)ccc12 |
| 2.0 | CC(C)(C)c1ccc(/C=C/C(=O)O)s1 |
| -2.3 | CCOC(=O)Nc1cccc2ccccc12 |
| 0.8 | COC(=O)C[C@@H]1C=C[C@H](NC(=O)Nc2cc(F)ccc2F)[C@@H](CO)O1 |
| 7.0 | COC(=O)c1sccc1NC(=O)c1cccc(F)c1 |
| -1.5 | COn1c(-c2ccccc2)c(C=O)c2ccccc21 |
| -2.4 | Cc1ccc(CNC(=O)c2ccc([N+](=O)[O-])o2)cc1 |
| 0.0 | Cc1ccc(NC(=O)c2c(C)noc2C)cc1 |
| 0.3 | S=C(NCCN1CCOCC1)Nc1ccc(Cl)c(Cl)c1 |
| -2.6 | C[C@@]12C(=O)N(CC3CCCO3)CC(=O)N1[C@H]1c3ccccc3OC[C@@H]1[C@@H]2c1ccccc1 (stereo partly specified) |
| -1.4 | O=S(=O)(Nc1ccc2c(c1)CCC2)c1cccs1 |
| -0.2 | CCOc1ccc(-c2cc(N)n(S(=O)(=O)c3ccc(OC)c(OC)c3)n2)cc1 |
| -0.1 | C[C@H]1CN(C2CCCCC2)C(=O)[C@@H]1CC(=O)Nc1ccccc1 |
| 1.1 | CC1(C)CC(C(CC(=O)O)c2ccccc2)CCO1 (stereo unspecified) |
| -3.9 | COC(=O)C1=C(N)N(c2ccccc2C(F)(F)F)C2=C(C(=O)CCC2)C1c1ccc2c(c1)OCO2 (stereo unspecified) |
| -0.6 | Cn1c(=O)c(C(=O)CSc2nncs2)c(N)n(Cc2ccccc2)c1=O |
| -1.8 | Clc1ccccc1-c1csc(Nc2cccnc2)n1 |
| 1.1 | CCOC(=O)N1CCC(n2c(=S)[nH]c3cc(OCC)c(OCC)cc3c2=O)CC1 |
| -0.6 | O=C1c2ccccc2NC(c2ccco2)N1NS(=O)(=O)c1ccccc1 (stereo unspecified) |
| -1.8 | CCN(CC)C(=O)CSc1nc2ccccc2c(=O)n1OC(C)C |
| -3.2 | COc1cc(OC)cc(-c2c(-c3ccc(F)cc3)c3cc(-c4ccc5[nH]ccc5c4)ccc3n2C)c1 |
| -2.6 | Cc1ccnc(OC(C(=O)O)C(OCc2ccccc2)(c2ccccc2)c2ccc(C(F)(F)F)cc2)n1 (stereo unspecified) |
| 2.4 | CCOC(=O)c1c(CN2CCN(CCO)CC2)n(C)c2cc(Br)c(OC)cc12 |
| -2.5 | COc1ccc(/C=C/C(=O)Nc2nnc(C(C)C)s2)cc1OC |
| 0.5 | C#CCN1C(=O)C(O)(c2c(C)[nH]c3ccccc23)c2ccccc21 (stereo unspecified) |
| 0.6 | O=C(CSc1nnc(-c2ccccn2)n1-c1ccc(Cl)cc1)Nc1ccc2c(c1)OCO2 |
| 1.3 | CCCn1c(C)cc(/C=C(\C#N)C(=O)O)c1C |
| 1.3 | Cc1ccc2cccc(OCc3ccccc3)c2n1 |
| -0.2 | Cc1ccc(S(=O)(=O)CCNC(=O)Cc2ccc(Cl)cc2)cc1 |
| 1.3 | O=C(O)CSc1ncnc2scc(-c3ccc(Br)cc3)c12 |
| 0.0 | Cc1ccc(C2CC(=O)c3cnn(-c4nc(C)cc(C)n4)c3C2)cc1 (stereo unspecified) |
| 1.8 | O=C1CC(c2ccccc2)Oc2cc(O)cc(O)c21 (stereo unspecified) |
| -0.9 | O=C(NCc1ccco1)/C(=C/c1ccc(Cl)cc1)NC(=O)c1ccco1 |

(continued)
| TTR transcr act | compound |
| --- | --- |
| 1.8 | O=C(NCc1ccco1)c1ccccc1O |
| 2.2 | O=C1Nc2ccccc2C1(O)c1ccccc1 (stereo unspecified) |
| -0.4 | O=C(NCc1ccco1)Nc1ccc(Br)cc1Cl |
| 2.0 | CCn1c(=O)n(C)c2c(=O)n(C)c(=O)n(C)c21 |
| -0.5 | O=S1(=O)C=CC(Nc2cccc(Cl)c2)C1 (stereo unspecified) |
| -2.0 | Cc1ccccc1OCc1nc2ccc(S(=O)(=O)N3CCOCC3)cc2[nH]1 |
| -0.9 | COC(=O)[C@]12C[C@H](CC(=O)NCCCCc3ccccc3)C(=O)N(Cc3ccccc3)C1=C[C@H](COCc1ccccc1)O[C@@H]2C |
| -2.6 | COC(=O)c1sccc1NC(=O)Nc1ccc(C(C)=O)cc1 |
| -0.8 | Cc1onc(-c2c(Cl)cccc2Cl)c1C(=O)N1CCN(c2ccccc2)CC1 |
| -1.4 | COc1ccc(C2CCCN2C(=S)Nc2ccccc2C)cc1OC (stereo unspecified) |
| 7.2 | CCc1ccc(NC(=S)N(Cc2ccccc2)Cc2ccccn2)cc1 |
| 0.3 | CC(=O)N1CCC2(CC1)CC(=O)c1cc(Cl)ccc1O2 |
| -2.1 | COc1cc(C(=O)Sc2ccc(Cl)cc2)cc(OC)c1OC |
| 1.3 | Cc1cccc(N=C2NC(=O)CS2)c1C |
| -0.6 | COc1cc(C(C(=O)NC2CCCC2)N(CCO)C(=O)Cn2nnc(-c3ccc(C)o3)n2)ccc1O (stereo unspecified) |
| -0.7 | CCc1ccc[n+](-c2[nH]c(=O)sc2/C=N/N=C(\[O-])c2cccnc2)c1 |
| -0.2 | CS(=O)(=O)c1ccc(Cl)c(NC(=O)CNC(=O)c2ccc3c(c2)OCO3)c1 |
| 1.4 | CCCCC(c1nnnn1C1CCCC1)N1CCN(C2CCCCC2)CC1 (stereo unspecified) |
| 0.4 | O=C(NC(c1ccccc1)c1cnccn1)C1CCN(Cc2ccc(Cl)c(Cl)c2)CC1 (stereo unspecified) |
| 4.9 | C(=C\c1ccccc1)/CN1CCN(C(c2ccccc2)c2nnnn2Cc2ccccc2)CC1 (stereo unspecified) |
| 1.3 | COc1ccc(CNC(=O)c2c(O)c3ccccc3n(C)c2=O)cc1 |
| 0.7 | O=C1Cc2c(-c3ccccc3)cc(-c3cccc(Cl)c3)nc2-c2ccccc2N1 |
| 1.3 | COc1ccc(C2CCCN2C(=O)Nc2ccc(F)cc2)cc1OC (stereo unspecified) |
| -3.0 | O=C(NCc1cccnc1)c1ccc(COc2ccc(Cl)cc2)cc1 |
| 1.1 | N#Cc1c(-c2ccccc2)ccn(Cc2cccc(Cl)c2)c1=O |
| -0.9 | C/C(CC(=O)Nc1ccc(N(C)C)cc1)=N\NC(=O)c1ccc([N+](=O)[O-])cc1Cl |
| -1.9 | CCCOC(=O)c1c(-c2ccc(C)cc2C)csc1NC(=O)C1C2CCC(O2)C1C(=O)O (stereo unspecified) |
| -0.5 | Cn1ccc2c(-c3ccc(F)nc3)cc3c(c21)C1CCC3C1 (stereo unspecified) |
| -0.2 | CCc1cc2c(=O)c(Oc3ccccc3F)c(C)oc2c(CN(C)C)c1O |
| -0.2 | O=C(CN1C(=O)CSc2ccc(S(=O)(=O)N3CCOCC3)cc21)NCc1c(F)cccc1Cl |
| -2.1 | Cc1cccc(Cn2cc(COC(=O)N(C)Cc3ccccc3)nn2)c1 |
| -2.4 | c1ccc(-c2nnc(N3CCN(c4ccccc4)CC3)nc2-c2ccccc2)cc1 |
| 4.8 | CN(C)CCSc1nc(-c2ccccc2)nc2c1CCC2 |
| -5.0 | CCOC(=O)c1nnc(-c2ccc(C)cc2)nc1Oc1ccc(Cl)cc1Cl |
| 0.2 | CCOC(=O)C1(C)CCN1C(=O)c1ccc(C(F)(F)F)cc1 (stereo unspecified) |
| 0.8 | Cc1cc(C)c[n+](-c2nc3ccccc3nc2[N-]S(=O)(=O)c2ccc(Br)s2)c1 |
| -1.5 | CCN(CC)S(=O)(=O)c1ccc(N=NC2=C(O)CCCC2=O)cc1 |
| 1.2 | COc1cc(C#Cc2c(-c3cncn3C)n(C)c3ccc(-c4ccc(CN5CCOCC5)cc4)cc23)cc(OC)c1 |
| 1.9 | CC1NC2(C(=O)N(Cc3ccccc3)c3ccccc32)C2C(=O)N(c3ccccc3)C(=O)C12 (stereo unspecified) |
| -2.3 | COc1cc(/C=N/NC(=O)C(=O)/C=C2\NC3(CCCC3)Cc3ccccc32)ccc1O |
| -1.6 | O=C(NCCc1ccccc1)Oc1ccc(Cl)cc1 |
| -0.3 | CC(C)NC(=O)c1sc2c(c1C(=O)Nc1cccnc1)CCCC2 |
| -1.7 | O=C(NNC(=O)c1ccc(Br)cc1)c1ccncc1 |
| 3.9 | COC(=O)c1cc2sccc2n1Cc1nc(-c2cccc(Cl)c2)oc1C |
| 1.6 | Nc1c(N2CCOCC2)cc(Cl)c2nonc12 |
| -0.8 | CN1CCC(N(C)C(=O)c2ccc(Cl)c(S(=O)(=O)Nc3cc(Cl)ccc3Cl)c2)CC1 |
| -1.7 | COc1ccc2c(C(c3ccccc3O)C3CCCN3S(=O)(=O)c3ccc(C)cc3)cn(C)c2c1 (stereo unspecified) |
| 9.6 | CCC(C)Cn1c(C)nc2ccccc21 (stereo unspecified) |
| 4.2 | Cc1nc2ccccc2c(=O)n1CCCO |
| 2.9 | CCCCOC(=O)/C=C/c1c(C)[nH]c(=O)[nH]c1=O |
| 3.6 | Cc1cc2c(c(C)c1Cl)C(c1ccc3c(c1)OCO3)CC(=O)O2 (stereo unspecified) |
| -0.3 | CCN(CC(=O)Nc1c(F)cccc1F)C(=O)Cc1ccccc1 |
